CSN deneddyl inh = inhibitors of CSN-mediated cullin deneddylation, primary screen, biochemical, fluorescence polarization, uHTS | COP9 signalosome complex subunit 5 (Homo sapiens), Q92905 | Purified CSN, SCF-Nedd8-OG deneddylation | inhibition, % at 12.5 µM | 360,000 tested, 0.38% active | AID 651999, 2013;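 active = pattern-corrected inhibition above about 35%, with an unprinted fluorescence ratio check between 0.5 and 1.5, limit read from the data, passing the limit was not always enough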;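 note: 0% = enzyme with substrate and 100% = substrate without enzyme; some results filed as inactive read as strong as hits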
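Detection – fluorescence polarization · System – HEK293T-derived human Csn5 enzyme · Controls – substrate-only high control, full reaction low control · Timing – 90 min, room temperature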
PABP1 MLLE inh = inhibitors of PABP1 MLLE–PAM2 peptide binding, primary screen, biochemical, fluorescence polarization, FITC-PAM2, GST-MLLE; Polyadenylate-binding protein 1 (Homo sapiens), P11940; inhibition, % at 20 µM; 360,000 tested, 0.36% active; AID 588489, 2011; in the data active = inhibition above about 35%, passing the limit was not always enough;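 note: plate controls were DMSO wells with GST-MLLE for no effect and wells lacking GST-MLLE protein for full effect; some results filed as inactive read as strong as hits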
Target sequence (P11940 whole entry, looked up): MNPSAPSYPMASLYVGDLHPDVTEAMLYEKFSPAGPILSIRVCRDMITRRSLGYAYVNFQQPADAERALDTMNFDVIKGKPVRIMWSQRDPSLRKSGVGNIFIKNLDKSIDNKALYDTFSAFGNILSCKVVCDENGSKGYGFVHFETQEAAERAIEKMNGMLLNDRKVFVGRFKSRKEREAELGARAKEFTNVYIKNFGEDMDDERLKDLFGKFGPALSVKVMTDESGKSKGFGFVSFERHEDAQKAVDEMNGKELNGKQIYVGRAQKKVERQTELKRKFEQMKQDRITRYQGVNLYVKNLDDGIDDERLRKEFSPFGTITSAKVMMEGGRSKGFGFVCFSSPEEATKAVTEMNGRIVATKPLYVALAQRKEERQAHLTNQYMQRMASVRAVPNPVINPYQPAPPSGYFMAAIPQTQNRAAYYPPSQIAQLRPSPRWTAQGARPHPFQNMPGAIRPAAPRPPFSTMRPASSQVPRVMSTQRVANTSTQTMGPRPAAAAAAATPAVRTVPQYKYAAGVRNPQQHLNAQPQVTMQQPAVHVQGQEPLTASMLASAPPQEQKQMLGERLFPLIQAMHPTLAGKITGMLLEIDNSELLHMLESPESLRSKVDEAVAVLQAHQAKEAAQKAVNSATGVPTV
STEP block = STEP phosphatase inhibitors, primary screen, biochemical, fluorescence intensity, uHTS; recombinant STEP, OMFP fluorogenic substrate; AID 588621, 2011; inhibition, % at 20 µM; 360,000 tested, 0.25% active;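 active = inhibition at 20 µM, scaled per plate between control wells, above about 37%, limit read from the data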;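 note: 0% = DMSO with enzyme and substrate and 100% = substrate only without enzyme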
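Also added – OMFP at 25 µM · Test system – STEP tyrosine phosphatase · Technique – FITC-channel fluorescence of OMFP product · Schedule – 20 min at room temperature, dark · Evaluation – control-normalized % inhibition with plate pattern correction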
SUMO1-SIM PPI = modulators of SUMO1 protein-protein interactions, primary screen, biochemical, uHTS; 360,000 tested, 0.33% active; inhibition, % at 20 µM; Small ubiquitin-related modifier 1 (Homo sapiens), P63165; SUMO1 binding to a labelled peptide, TR-FRET, 1 h; in the data active = inhibition above about 37%
Target sequence (P63165 whole entry, looked up): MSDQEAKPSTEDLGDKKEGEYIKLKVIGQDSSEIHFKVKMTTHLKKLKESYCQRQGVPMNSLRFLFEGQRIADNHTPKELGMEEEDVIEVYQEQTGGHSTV
Tb MetRS inh = T. brucei MetRS inhibitors, primary screen, biochemical, luminescence | methionyl-tRNA synthetase (Trypanosoma brucei brucei) | purified T. brucei MetRS, ATP depletion, Kinase-Glo luminescence | inhibition, % at 11.9 µM | 360,000 tested, 0.4% active | AID 624268, 2012;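 active = inhibition above a per-plate cutoff of the control wells' mean inhibition plus 3 SD, cut at about 5.5% in these data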;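 note: 0% = DMSO wells median and 100% = median of wells with control inhibitor compound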
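Dosing: 11.9 µM single point; system: parasite MetRS enzyme; technique: luminescence of leftover ATP; times: 15 min enzyme-compound preincubation, 2 h reaction, 10 min detection, 25 °C; replicates: each compound tested once; read-out basis: percent inhibition relative to median high and low control wells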
LMPTP inh = LMPTP phosphatase inhibitors, primary screen, biochemical, fluorescence intensity, uHTS; inhibition, % at 20 µM; recombinant LMPTP-A, OMFP fluorogenic substrate; Low molecular weight phosphotyrosine protein phosphatase (Homo sapiens), P24666; 360,000 tested, 0.22% active;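 active = compounds that cut the enzyme signal by at least half of the control window in the single-dose screen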;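 note: plate controls were DMSO wells with enzyme plus substrate for no effect and substrate without enzyme for full effect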
Target sequence (P24666 whole entry, looked up): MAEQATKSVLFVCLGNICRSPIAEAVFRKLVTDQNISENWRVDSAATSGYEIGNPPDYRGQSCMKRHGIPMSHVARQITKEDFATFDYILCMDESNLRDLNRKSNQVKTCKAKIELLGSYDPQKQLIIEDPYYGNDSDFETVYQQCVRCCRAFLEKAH
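Material: LMPTP-A; amount: 0.625 nM enzyme; doses: single 20 µM dose; times: reaction 50 min, room temperature, dark; technique: fluorescence intensity of OMFP turnover product; benchmarks: no-enzyme and uninhibited controls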
Rpn11 inh = Rpn11 (PSMD14) deubiquitinase inhibitors, primary screen, biochemical, fluorescence polarization, uHTS; 26S proteasome non-ATPase regulatory subunit 14 (Homo sapiens), O00487; human 26S proteasome, Ub4-pepOG fluorescence polarization; 20S core pre-blocked with epoxomicin; calls only at 20 µM; 360,000 tested, 0.59% active;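 active = inhibition at 20 µM, scaled to each plate's controls, above about 33%, limit read from the data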
NadD block = inhibitors of S. aureus NadD, primary screen, biochemical, colorimetric, uHTS | purified NadD enzyme, colorimetric absorbance read-out | inhibition, % at 20 µM | 360,000 tested, 0.78% active | Nicotinate-nucleotide adenylyltransferase NadD (Staphylococcus aureus N315) | AID 602399, 2012; in the data active = inhibition above about 26%; note: some compounds past the cut are filed as inactive
Scp-1 inhibitor = Scp-1 phosphatase inhibitors, primary screen, biochemical, colorimetric, uHTS | Carboxy-terminal domain RNA polymerase II polypeptide A small phosphatase 1 (Homo … | Recombinant Scp1, phosphopeptide, malachite green phosphate absorbance | inhibition, % at 20 µM | 340,000 tested, 0.88% active;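 active = inhibition above about 50% at 20 µM, limit read from the data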;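 note: plate controls were DMSO wells with enzyme for no effect and wells lacking enzyme for full effect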
Target sequence (Q9GZU7 76-261 limits assumed): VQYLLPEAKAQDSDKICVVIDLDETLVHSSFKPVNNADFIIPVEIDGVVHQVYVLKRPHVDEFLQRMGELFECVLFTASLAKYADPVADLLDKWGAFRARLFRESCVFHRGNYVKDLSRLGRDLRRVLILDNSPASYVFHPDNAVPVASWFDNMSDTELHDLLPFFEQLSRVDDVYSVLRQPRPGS
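Test system: SCP-1 phosphatase catalytic domain, residues 76-261 | Compound dosing: One concentration, 20 µM, with 1.0% DMSO | Schedule: 45 min room-temperature reaction, 5 min colour, 30 min stabiliser | Detection: Absorbance at 630 nm | Read-out basis: % inhibition of SCP-1 phosphate liberation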
DNMT1 block = human DNMT1 methyltransferase inhibitors, primary screen, biochemical, molecular beacon, fluorescence, HinP1I cleavage, uHTS. 360,000 tested, 0.83% active. inhibition (reported as % activation of signal), % at 10 µM. DNA (cytosine-5)-methyltransferase 1 (Homo sapiens), P26358; in the data active = inhibition above about 50%
The depositor's hits bear a star; i = inactive; . = no result given.

nr	Structure	CSN deneddyl inh	PABP1 MLLE inh	STEP block	SUMO1-SIM PPI	Tb MetRS inh
1	Cc1ccc(CN(C)C(=O)CC2C(=O)NCCN2CC2CCCCC2)cc1 (stereo not given)	-4	6	-2	-4	-0.6
2	Cc1nc2ncnn2c(C)c1CCC(=O)Oc1ccccc1	6	9	0	-1	-0.3
3	C=CCn1c(NCc2cc(C)ccc2O)nc2ccccc21	-5	0	-2	2	2.8
4	CSc1ccc(C2Nc3ccccc3-c3cc(C)nn32)cc1 (stereo not given)	5	-2	1	-4	-0.6
5	O=C(CSCC(=O)NC1CCCC1)Nc1ccccc1	-20	8	2	0	-0.7
6	O=C(O)CC(C(=O)Nc1ccc(Cl)cc1)N1CCCCCC1 (stereo not given)	-3	-7	-3	0	-0.1
7	Cc1cccc2sc(NC(=O)Cn3c(C)csc3=O)nc12	-1	20	2	-4	-0.4
8	COc1cccc(NC(=O)N2CCCCCC2)c1	4	7	1	-27	-0.5
9	CC1(C)CC(N2CCOCC2)=CC(=S)N1	-5	45	1	-3	-0.5
10	CCOC(=O)Cn1c(=O)oc2cc(S(=O)(=O)N3CCN(C(=O)c4ccco4)CC3)ccc21	-1	-5	-2	5	0.0

nr	LMPTP inh	Rpn11 inh	NadD block	Scp-1 inhibitor	DNMT1 block
1	-1.7	i	-6	-7	-3
2	0.3	i	3	0	2
3	3.4	i	-4	-9	-1
4	2.6	i	-4	1	-4
5	-1.3	i	-1	-10	1
6	-1.1	i	-6	-6	2
7	0.8	i	-4	-1	1
8	-0.3	i	2	1	-1
9	-1.2	i	3	.	-5
10	-0.2	i	-2	-3	3

Carrying on:
nr	Structure	CSN deneddyl inh	PABP1 MLLE inh	STEP block	SUMO1-SIM PPI	Tb MetRS inh
11	O=C(c1ccc(-c2ccccc2)cc1)N1CCN(Cc2ccccn2)CC1	-1	-6	-1	-3	-0.7
12	CCOC(=O)Cc1c(C)nc2cc(-c3ccc(Cl)cc3)[nH]n2c1=O	1	0	2	4	0.5
13	Cc1ccccc1OCC(O)Cn1c(NCCN(C)C)nc2c1c(=O)n(C)c(=O)n2C (stereo not given)	-4	-7	3	2	-0.5
14	O=C(NCCc1ccccc1)C1CCN(S(=O)(=O)c2cccc3nsnc23)CC1	1	-11	-1	-22	0.2
15	COc1ccc2oc(=O)c(C(=O)N3CCc4ccccc43)cc2c1	-1	-6	-1	-1	-1.1
16	CCOC(=O)c1c(CSc2ccc(C)cc2)oc2ccc(O)cc12	-10	-9	0	0	0.4
17	CCOC(=O)C(Cc1ccccc1)C(=O)Nc1ccccc1C (stereo not given)	-1	-9	2	1	-0.3
18	O=C(CC1CCCCC1)NCc1ccc(F)cc1	-2	9	0	3	-0.6
19	CCOc1cc(C)c(S(=O)(=O)Nc2ccc(F)cc2)cc1C	-1	6	-2	0	0.7
20	CCC(C)NC(=O)C1c2ccccc2C(=O)N1Cc1cc(OC)ccc1OC (stereo not given)	-2	-2	6	0	-0.5

nr	LMPTP inh	Rpn11 inh	NadD block	Scp-1 inhibitor	DNMT1 block
11	-3.8	i	1	3	-2
12	-0.5	i	-2	2	1
13	-0.9	i	0	.	0
14	0.0	i	-8	-5	0
15	-2.3	i	-6	-3	9
16	1.6	i	-15	-8	-13
17	-1.0	i	0	-6	-1
18	0.9	i	0	0	2
19	3.7	i	-5	-2	-4
20	-1.1	i	5	-1	-2

Going on with the list:
nr	Structure	CSN deneddyl inh	PABP1 MLLE inh	STEP block	SUMO1-SIM PPI	Tb MetRS inh
21	O=C1c2ccccc2C(=O)N1Cc1ccccc1F	-2	0	2	-6	0.5
22	COc1ccc(C(=O)Cn2c(C)nc([N+](=O)[O-])c2Br)cc1	3	-10	0	-4	0.3
23	C#CCOCCOCCOCCNc1nc(N2CCN(C(=O)[C@H](CCCCN)n3cc([C@@H](N)CC(C)C)nn3)CC2)nc(N2CCN(C(=O)[C@H](CCCCN)n3cc([C@@H](N)CC(C)C)nn3)CC2)n1	5	-7	-1	-157	0.2
24	CCC(Oc1ccccc1)C(=O)N1CC(C)CC(C)C1 (stereo not given)	0	-14	-1	-2	-0.2
25	CCOC(=O)C1(Cc2cccc(Cl)c2)CCCN(C(=O)c2cccnc2)C1 (stereo not given)	-3	-4	-1	3	0.6
26	CCC(=O)Nc1ccc(S(=O)(=O)Nc2ccc(Cl)nn2)cc1	-1	6	1	16	-0.1
27	COC(C(=O)Nc1ccnn1C1CCN(Cc2ccc(CO)o2)CC1)c1ccccc1 (stereo not given)	3	1	0	1	-0.4
28	Clc1ccc(/C=N/Nc2ncnc3nc[nH]c23)cc1	-2	8	-4	-9	0.1
29	O=C(O)c1nc(N2CCCCC2)ncc1Cl	3	-3	-2	3	-2.2
30	COc1ccc(NC(=O)N(C)C[C@H]2Oc3ccc(NS(=O)(=O)c4c(C)noc4C)cc3C(=O)N([C@H](C)CO)C[C@@H]2C)cc1	-3	-28	-2	2	0.2

nr	LMPTP inh	Rpn11 inh	NadD block	Scp-1 inhibitor	DNMT1 block
21	0.0	i	-3	-7	1
22	-0.5	i	-3	0	3
23	-7.6	i	-5	-7	-50
24	-1.4	i	0	-11	1
25	1.7	i	5	0	2
26	-0.5	i	0	1	0
27	2.8	i	9	-2	1
28	-1.8	i	-5	-6	3
29	-1.8	i	1	-3	5
30	-0.8	i	1	58*	12

Following part:
nr	Structure	CSN deneddyl inh	PABP1 MLLE inh	STEP block	SUMO1-SIM PPI	Tb MetRS inh
31	Clc1ccc(CNc2ccc(CNc3ncn[nH]3)cc2)cc1	-5	12	-1	7	-0.4
32	COc1ccc(N(CC(=O)N2CCN(c3ccccc3)CC2)S(=O)(=O)c2ccc(C)cc2)cc1	-4	1	2	4	0.2
33	O=C(NCc1ccccc1)c1ccc(CS(=O)(=O)c2ccc(Br)cc2)o1	3	1	-2	0	0.0
34	CC12CCC(=O)N1C(C(=O)Nc1cccc(S(=O)(=O)N3CCCCCC3)c1)CS2 (stereo not given)	2	-39	-4	5	-0.8
35	COCCN(C(=O)COC(=O)c1cccs1)c1c(N)n(Cc2ccccc2)c(=O)[nH]c1=O	3	-2	0	10	-0.2
36	O=[N+]([O-])c1ccccc1S(=O)(=O)n1nnc2ccccc21	-11	-28	-3	0	0.2
37	O=C(COc1ccc(S(=O)(=O)NC2CCCCC2)cc1)NCCC1=CCCCC1	-2	-1	-3	-3	0.3
38	C#CCOC(=O)c1ccc(-n2cncn2)nc1	4	-3	0	-1	-1.1
39	Cc1cccc(N(CC(=O)N2CCCC2)S(=O)(=O)c2ccccc2)c1	-1	11	1	5	-0.3
40	O=C(CCSc1ccc(Cl)cc1)N1CCN(c2ccc(O)cc2)CC1	1	3	3	1	-0.6

nr	LMPTP inh	Rpn11 inh	NadD block	Scp-1 inhibitor	DNMT1 block
31	0.5	i	-7	-7	-17
32	2.7	i	3	-2	-2
33	-0.3	i	-4	-10	-2
34	-0.3	i	-5	5	-7
35	0.7	i	-4	-6	2
36	-1.0	i	-3	-5	2
37	0.0	i	-11	-5	-4
38	-0.4	i	-3	-2	-2
39	0.1	i	0	3	2
40	1.1	i	-5	-15	-2

Results in Rpn11 inh (2 entries from above):
| no. | canonical_smiles | Rpn11 inh |
| --- | --- | --- |
| 34 | CC12CCC(=O)N1C(C(=O)Nc1cccc(S(=O)(=O)N3CCCCCC3)c1)CS2 (stereo not given) | i |
| 35 | COCCN(C(=O)COC(=O)c1cccs1)c1c(N)n(Cc2ccccc2)c(=O)[nH]c1=O | i |

Excerpt, nos. 35 to 38
nr	Structure	CSN deneddyl inh	PABP1 MLLE inh	STEP block	SUMO1-SIM PPI	Tb MetRS inh
35	COCCN(C(=O)COC(=O)c1cccs1)c1c(N)n(Cc2ccccc2)c(=O)[nH]c1=O	3	-2	0	10	-0.2
36	O=[N+]([O-])c1ccccc1S(=O)(=O)n1nnc2ccccc21	-11	-28	-3	0	0.2
37	O=C(COc1ccc(S(=O)(=O)NC2CCCCC2)cc1)NCCC1=CCCCC1	-2	-1	-3	-3	0.3
38	C#CCOC(=O)c1ccc(-n2cncn2)nc1	4	-3	0	-1	-1.1

nr	LMPTP inh	Rpn11 inh	NadD block	Scp-1 inhibitor	DNMT1 block
35	0.7	i	-4	-6	2
36	-1.0	i	-3	-5	2
37	0.0	i	-11	-5	-4
38	-0.4	i	-3	-2	-2

Further results follow:
nr	Structure	CSN deneddyl inh	PABP1 MLLE inh	STEP block	SUMO1-SIM PPI	Tb MetRS inh
41	C[C@H]1CN([C@@H](C)CO)C(=O)CCCn2cc(nn2)CO[C@@H]1CN(C)C(=O)Nc1cccc(F)c1	1	15	3	6	-1.2
42	C=CCNc1nnnc2c1sc1nc(N3CCOCC3)c3c(c12)CCCC3	1	-11	-1	0	-0.6
43	C/C(=N/Nc1ccc(F)cc1)c1ccc(Cl)s1	1	0	7	-1	0.3
44	C=CCOc1ccc(C2NC(=O)c3ccccc3O2)cc1OCC (stereo not given)	5	7	-1	5	-0.3
45	Cc1c(NC(=S)N/N=C/c2cc([N+](=O)[O-])ccc2O)c(=O)n(-c2ccccc2)n1C	-1	1	-2	-14	0.4
46	C=CCN(CC=C)S(=O)(=O)c1ccc(C(=O)Nc2nnc(COC)o2)cc1	6	-6	0	-2	-1.0

nr	LMPTP inh	Rpn11 inh	NadD block	Scp-1 inhibitor	DNMT1 block
41	-1.5	i	4	.	12
42	-0.2	i	0	-9	5
43	-1.3	i	0	-11	-7
44	-0.8	i	2	-5	-4
45	3.4	i	7	20	-6
46	-1.5	i	10	1	5

Looked up by structure from above:
nr	Structure	CSN deneddyl inh	PABP1 MLLE inh	STEP block	SUMO1-SIM PPI	Tb MetRS inh
44	C=CCOc1ccc(C2NC(=O)c3ccccc3O2)cc1OCC (stereo not given)	5	7	-1	5	-0.3
42	C=CCNc1nnnc2c1sc1nc(N3CCOCC3)c3c(c12)CCCC3	1	-11	-1	0	-0.6

nr	LMPTP inh	Rpn11 inh	NadD block	Scp-1 inhibitor	DNMT1 block
44	-0.8	i	2	-5	-4
42	-0.2	i	0	-9	5
